# Screens from PubChem.
# RPL19A TOR yeast – yeast TOR pathway RPL19A-GFP modulation; percent response vs DMSO, % at 10 µM; AID 2025; S. cerevisiae RPL19A-GFP strain, flow cytometry, 3 h; stronger effect = lower value; 0.3% of 330,000 active;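 active = percent response vs DMSO below 50%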;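 note: median channel GFP fluorescence of the barcoded RPL19A-GFP strain; ratio of sample median GFP to plate DMSO average so 100% = DMSO; lower means less RPL19A-GFP as with rapamycin TOR inhibition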
# AGP1-GFP MLPCN – alters AGP1-GFP fluorescence in TOR pathway yeast screen. 0.02% of 320,000 active. S. cerevisiae AGP1-GFP multiplex flow cytometry, 3 h; GFP as percent of DMSO wells. GFP response vs DMSO, % at 10 µM;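 active = GFP response relative to DMSO above a set limit, near screen average plus 3 SD, cut at about 150% in these data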;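 note: median GFP channel fluorescence of the gated AGP1 strain per well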
# Yeast superoxide – yeast age-related superoxide inhibition as caloric restriction mimetic | S. cerevisiae aged cells, superoxide DHE fluorescence; stronger effect = lower value | superoxide response (% of plate mean), % at 10 µM | 0.18% of 330,000 active;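 active = superoxide response under a set limit, about three screen SD below normal, cut at about 65% in these data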;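 note: yeast aged for seven days with compound at 30 °C before DHE staining; 100% = average MFI of all compound-treated wells on the plate with controls excluded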
# VLA-4 inh – inhibition in a human VLA-4 binding assay; inhibition, % (about 7 µM as worked out from the volumes in the protocol); VLA-4 expressing cells, ligand binding flow cytometry; AID 2557; 0.2% of 330,000 active; P13612; in the data active = inhibition above about 50%
# LAP4-GFP MLPCN – alters LAP4-GFP fluorescence in TOR pathway yeast screen; S. cerevisiae LAP4-GFP multiplex, flow cytometry GFP, 3 h; median GFP as percent of DMSO wells; GFP response vs DMSO, % at 10 µM; 0.34% of 320,000 active; AID 2023;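 active = GFP response vs DMSO above a set limit, about the screen mean plus 3 SD, cut at about 150% in these data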
# MEP2 TOR yeast – modulators of TOR pathway MEP2-GFP in S. cerevisiae | AID 2016 | S. cerevisiae MEP2-GFP strain, flow cytometry GFP, 3 h; 100% = DMSO control level | 0.51% of 330,000 active | GFP response vs DMSO, % at 10 µM;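 active = GFP response versus DMSO above a set limit, roughly screen mean plus 3 SD, cut at about 180% in these data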;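 note: median GFP fluorescence of the barcode-gated MEP2-GFP cells per well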
# GRK2 aptamer HTS – inhibitors of human GRK2 displacing RNA aptamer; 0.59% of 330,000 active; inhibition of aptamer binding, % at 10 µM; bead flow cytometry, FAM-aptamer displacement from GRK2; P25098;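 active = inhibition of aptamer binding above 40%, roughly 3 SD of noise, on plates passing a quality check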;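 note: median bead fluorescence of bound FAM aptamer so fluorescent compounds give negative values; no value below 0 was filed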
# Target sequence (P25098 whole entry, looked up): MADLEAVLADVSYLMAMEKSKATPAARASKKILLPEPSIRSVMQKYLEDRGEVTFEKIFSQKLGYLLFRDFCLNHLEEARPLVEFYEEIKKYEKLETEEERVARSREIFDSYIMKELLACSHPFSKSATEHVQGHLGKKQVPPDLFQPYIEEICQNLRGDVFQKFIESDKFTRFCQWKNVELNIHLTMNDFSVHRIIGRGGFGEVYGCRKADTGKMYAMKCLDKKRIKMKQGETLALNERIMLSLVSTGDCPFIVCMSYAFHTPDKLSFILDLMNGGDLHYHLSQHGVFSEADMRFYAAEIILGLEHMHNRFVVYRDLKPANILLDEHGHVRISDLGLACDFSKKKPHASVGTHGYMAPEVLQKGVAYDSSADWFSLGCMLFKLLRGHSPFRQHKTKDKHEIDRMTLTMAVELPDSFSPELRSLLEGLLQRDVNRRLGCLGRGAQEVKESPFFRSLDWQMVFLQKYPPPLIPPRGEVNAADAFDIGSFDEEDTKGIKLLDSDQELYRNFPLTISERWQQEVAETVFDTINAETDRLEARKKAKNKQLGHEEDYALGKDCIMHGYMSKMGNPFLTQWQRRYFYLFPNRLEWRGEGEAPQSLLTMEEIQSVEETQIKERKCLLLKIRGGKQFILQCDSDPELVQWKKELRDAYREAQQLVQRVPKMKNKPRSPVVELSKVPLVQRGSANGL
# CIT2 TOR yeast – yeast TOR pathway CIT2-GFP modulation; S. cerevisiae CIT2-GFP strain, flow cytometry, 3 h; 100 means same as DMSO wells; 0.065% of 320,000 active; GFP response vs DMSO, % at 10 µM;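 active = GFP response relative to DMSO above a set limit, near the screen mean plus 3 SD, cut at about 150% in these data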;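 note: ratio of well median GFP fluorescence to mean of DMSO wells on the plate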
# Starred values were filed as active, the others as inactive; nt = no result given; [ ] = another dose, or the depositor's remark.
SMILES,RPL19A TOR yeast,AGP1-GFP MLPCN,Yeast superoxide,VLA-4 inh,LAP4-GFP MLPCN,MEP2 TOR yeast,GRK2 aptamer HTS,CIT2 TOR yeast
COc1cccc(CNC(=O)CCS(=O)(=O)c2cccs2)c1,100,102,90,2,109,104,0,101
COc1ccccc1OCC(=O)Nc1cc(C)ccc1NC(=O)c1ccco1,100,102,105,-4,97,103,2,111
Cc1ccc(-c2cc(C(=O)N3CCN(C(=O)c4ccco4)CC3)[nH]n2)cc1C,105,114,106,24,101,115,0,112
CCC(=O)NC(=S)Nc1ccc(NC(=O)c2ccc(OC)cc2)cc1,100,124,98,5,99,96,1,86
CC(C)(C)N(Cc1nc(-c2ccccc2)no1)C(=O)c1ccc2c(c1)OCO2,106,104,86,4,100,107,0,105
N#Cc1cccc(C(=O)Nc2cccc(S(=O)(=O)N3CCCC3)c2)c1,100,90,104,13,76,104,3,107
CC1CN(S(=O)(=O)c2ccc(C(=O)O)cc2)CC(C)O1 (stereo not drawn),99,104,97,1,97,101,1,91
Nc1ccc(C(=O)Nc2ccco2)cc1,98,99,132,2,93,101,1,92
O=C(c1ccc2nc[nH]c2c1)N1CCN(c2ncc(C(F)(F)F)cc2Cl)CC1,107,90,107,9,77,95,2,nt
O=[N+]([O-])c1ccc(Oc2ccc(F)cc2)c2ccncc12,102,95,95,-4,96,99,1,93
O=C(CC(NC(=O)c1ccccc1)c1ccccc1)Nc1cccc2ccccc12 (stereo not drawn),99,102,103,22,95,101,0,102
COc1ccc(CN2CC(C(N)=O)Oc3ccccc32)cc1F (stereo not drawn),103,102,99,-3,97,99,2,106
O=C(CCc1ccc(S(=O)(=O)N2CCOCC2)cc1)N1CCc2ccccc2C1,97,96,110,-13,104,100,2,105
O=C(O)C1CC=CCC1C(=O)NNS(=O)(=O)c1ccccc1 (stereo not drawn),93,93,97,7,97,99,1,96
Cc1ccc(Cl)cc1N1CCN(C(=O)COc2ccc3c(c2)CCC3)CC1,104,96,105,-1,105,106,1,103
CC(C)(C)n1nc2c(c1NC(=O)c1ccccc1C(F)(F)F)CS(=O)(=O)C2,95,113,111,0,106,101,0,114
CC1CCCCN1CCNC(=O)c1ccc2c(=O)n(Cc3ccc(Cl)cc3)c(=S)[nH]c2c1 (stereo not drawn),102,24,97,8,93,91,0,100
O=C1C2C3C=CC(C3=C(c3ccccc3)c3ccccc3)C2C(=O)N1Cc1ccccc1 (stereo not drawn),98,99,102,5,100,111,0,95
CC1(C)C(=O)OC(c2ccccc2)C(C)(C)C1=O (stereo not drawn),94,107,87,12,105,92,0,96
COc1nc(N)c(C#N)c(-c2ccc(N(C)CCC#N)cc2)c1C#N,100,110,107,-8,111,91,1,115
Cc1c(C(=O)Nc2ccc(-c3nnc4n3CCCCC4)cc2)oc2c1ccc1ccccc12,99,94,89,27,102,104,0,92
Cc1cccc(-c2noc(CCC(=O)Nc3ccc(C(N)=O)cc3)n2)c1,99,108,114,-3,107,95,0,108
O=C(Nc1nc2ccc(S(=O)(=O)N3CCCC3)cc2s1)c1cccs1,97,101,92,-2,97,96,0,104
COc1ccc(-n2c(N)c(-c3nc4ccccc4n3C)sc2=S)cc1,90,89,96,6,86,90,nt,90
O=C1CC(c2ccco2)=Nc2ccccc2N1,106,106,81,4,108,109,3,104

# Remaining list, next part.
SMILES,RPL19A TOR yeast,AGP1-GFP MLPCN,Yeast superoxide,VLA-4 inh,LAP4-GFP MLPCN,MEP2 TOR yeast,GRK2 aptamer HTS,CIT2 TOR yeast
CCC(C(=O)NC1CCCC1)N(C(=O)Cn1nnc(-c2ccc(C)o2)n1)c1cccc(OC)c1 (stereo not drawn),109,100,99,-2,97,107,0,103
COC(=O)c1ccc(/C=N/Nc2nc3ccccc3[nH]2)cc1,95,96,98,3,100,97,0,91
Cn1ccc(C(=O)Nc2sc3c(c2C(N)=O)CCCCC3)n1,98,103,92,5,107,103,0,103
COc1ccccc1Nc1cc(C(=O)N2CCc3ccccc3C2)c2ccccc2n1,107,105,89,-4,87,106,1,105
COc1ccccc1N1CCN(C(=O)c2oc3cc(C)cc(C)c3c2C)CC1,97,92,96,4,97,104,8,84
c1ccc2c(N3CCOCC3)nc(N3CCOCC3)nc2c1,99,106,135,5,109,105,1,98
CCOC(=O)c1sc(NC(=O)CNCc2ccccn2)c(C(=O)OCC)c1C,93,101,115,6,100,93,0,101
O=C(NC(Cc1ccccc1)C(=O)N1CCCCC1)c1ccccc1 (stereo not drawn),90,99,102,-1,104,93,1,84
CCOCCCNC(=O)CCS(=O)(=O)Cc1ccc(C)cc1,101,110,107,2,105,104,0,107
CC[n+]1ccccc1/C=C1\Sc2ccc(C)cc2N1C,100,85,101,-389,90,110,2,98
CCN(C(=O)COC(=O)CNS(=O)(=O)c1ccc2ccccc2c1)C1CCCCC1,95,94,91,22,95,102,1,98
CC1=CC2=NC(=O)/C(=C\c3cc(C)n(-c4cccc(Cl)c4)c3C)C(=N)N2O1,94,96,92,20,89,92,2,95
CCc1nnc(NC(=O)C2CCCN2C(=O)Nc2ccccc2OC)s1 (stereo not drawn),103,105,104,5,101,103,0,98
O=C(NCCN1CCNCC1)c1ccccn1,97,98,103,-1,97,99,4,92
Cc1cccc(NS(=O)(=O)c2cccc(C(=O)NCC(c3ccco3)N(C)C)c2)c1 (stereo not drawn),95,101,102,22,110,104,0,90
COc1cc(/C=C2/C(=N)N3C=CSC3=NC2=O)ccc1OCCCOc1c(C)cccc1C,101,103,119,2,95,100,0,91
O=C(C1CCN(S(=O)(=O)c2ccc(Br)s2)CC1)N1CCN(c2ccccc2)CC1,101,98,107,-7,100,104,0,93
O=C(Nc1ccccc1C(=O)N/N=C/c1ccc(O)cc1)c1ccccc1,102,106,100,5,102,96,2,112
CN(C)c1c([N+](=O)[O-])ncn1C,114,115,69,0,102,123,0,113
CSCCC(NC(=O)COc1ccccc1)C(=O)O (stereo not drawn),105,101,104,4,104,98,0,98
O=C(NC1CCCC1)c1ccc(Cl)s1,102[may fluoresce green],97[may fluoresce green],92,4,98[may fluoresce green],109[may fluoresce green],0,100[may fluoresce green]
CN(C)c1ccc(CN(CC2CCCO2)C(=O)c2cccs2)cc1 (stereo not drawn),101,98,73,19,91,95,0,108
Cc1n[nH]c(C)c1S(=O)(=O)N1CCN(c2ccccn2)CC1,98,102,105,29,102,104,0,95
NC(=O)c1ccc(NC(=O)COC(=O)CCN2C(=O)c3ccccc3C2=O)cc1,95,95,94,18,91,93,3,99
NC(=O)NC(=O)COC(=O)CCCc1c[nH]c2ccccc12,94,97,106,7,97,95,0,93

# Next results follow:
SMILES,RPL19A TOR yeast,AGP1-GFP MLPCN,Yeast superoxide,VLA-4 inh,LAP4-GFP MLPCN,MEP2 TOR yeast,GRK2 aptamer HTS,CIT2 TOR yeast
COc1cc2[nH]c3c(N4CCC(C(N)=O)CC4)ncnc3c2cc1OC,86,88,102,-2,87,92,1,86
COc1c2c(c(C)c3c1C(=O)OC3)O[C@@]1(C)CC[C@@]3(O)C(C)(C)OC(=O)CC[C@]3(C)[C@H]1C2,101,107,114,-6,101,107,0,103
CN(Cc1ccccc1)C(=S)Nc1cccnc1,101,105,99,16,107,100,2,98
COc1ccc2c(c1)C=C(CN1CCN(C3CCCC3)C(CCO)C1)CO2 (stereo not drawn),102,98,116,14,100,100,3,95
CC1CC(C)CN(c2ncnc3c2cnn3-c2ccc(Cl)cc2)C1 (stereo not drawn),96,103,97,-12,104,97,3,96
CCOC(=O)c1nnn(-c2nn3nnnc3c3ccccc23)c1C,101,105,92,14,98,104,1,97
CC(=O)c1ccc(OCCNS(=O)(=O)c2ccc(-n3cnnn3)c(C)c2)cc1,100,95,104,6,92,99,2,99
NCCc1nnc(SCC(=O)c2ccc(Cl)cc2)o1,98,101,86,0,105,100,0,89
Cc1cc(Cl)ccc1NC(=O)CN1C(=O)NC2(CCCc3ccccc32)C1=O (stereo not drawn),100,106,95,7,104,99,3,102
CCOC(=O)c1cnn(-c2ccccc2)c1NC(=O)CCl,101,96,99,8,88,107,3,99
Cn1c(=O)oc2cc(S(=O)(=O)NCc3cccnc3)ccc21,94,104,106,-7,93,102,0,89
CC(NCC(=O)Nc1cc(S(=O)(=O)N2CCOCC2)ccc1Cl)c1ccc(Cl)cc1Cl (stereo not drawn),98,107,98,-1,104,99,3,97
O=C(Nc1cccc(F)c1)c1ccc(Br)o1,99,87,103,33,96,90,1,93
CCC(C)[C@H]1CN=C(N)N1CCc1cccc(F)c1 (stereo partly drawn),97,96,96,0,97,100,3,96

# Taken from above:
# CCC(C)[C@H]1CN=C(N)N1CCc1cccc(F)c1 (stereo partly drawn) | LAP4-GFP MLPCN = 97
# COc1cc2[nH]c3c(N4CCC(C(N)=O)CC4)ncnc3c2cc1OC | RPL19A TOR yeast = 86
# COc1c2c(c(C)c3c1C(=O)OC3)O[C@@]1(C)CC[C@@]3(O)C(C)(C)OC(=O)CC[C@]3(C)[C@H]1C2 | CIT2 TOR yeast = 103
# CC(NCC(=O)Nc1cc(S(=O)(=O)N2CCOCC2)ccc1Cl)c1ccc(Cl)cc1Cl (stereo not drawn) | GRK2 aptamer HTS = 3
# CCOC(=O)c1nnn(-c2nn3nnnc3c3ccccc23)c1C | CIT2 TOR yeast = 97

# Reprinted at random: 6 entries already listed
SMILES,RPL19A TOR yeast,AGP1-GFP MLPCN,Yeast superoxide,VLA-4 inh,LAP4-GFP MLPCN,MEP2 TOR yeast,GRK2 aptamer HTS,CIT2 TOR yeast
N#Cc1cccc(C(=O)Nc2cccc(S(=O)(=O)N3CCCC3)c2)c1,100,90,104,13,76,104,3,107
CC[n+]1ccccc1/C=C1\Sc2ccc(C)cc2N1C,100,85,101,-389,90,110,2,98
CC(NCC(=O)Nc1cc(S(=O)(=O)N2CCOCC2)ccc1Cl)c1ccc(Cl)cc1Cl (stereo not drawn),98,107,98,-1,104,99,3,97
CN(C)c1ccc(CN(CC2CCCO2)C(=O)c2cccs2)cc1 (stereo not drawn),101,98,73,19,91,95,0,108
COc1nc(N)c(C#N)c(-c2ccc(N(C)CCC#N)cc2)c1C#N,100,110,107,-8,111,91,1,115
Nc1ccc(C(=O)Nc2ccco2)cc1,98,99,132,2,93,101,1,92

# An unsorted share of the library; about 1.7% have a hit in one of these screens.
